RGS4 inhibitor – Inhibitors of Regulator of G Protein Signaling (RGS) 4: qHTS. Regulator of G-protein signaling 4 (Homo sapiens), P49798. Transcreener GDP fluorescence polarization, RGS4-accelerated GTP hydrolysis. Potency, µM (top dose mostly 114 µM), without a hit: at the top dose activity change, negative = inhibition, usual class: inhibitors. 390,000 compounds, 0.039% hits. AID 504845, 2011; note: potency is the fitted concentration of half-maximal effect; % is set by controls: 0 for no effect and ±100 for the full control effect; nearly all actives have a fitted effect of over 75% in size; some results filed as inactive show a strong effect at the top dose
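MLSMR compounds (23 nl, pin-transferred) preincubated 10 min at room temperature with a 500nM (2x) first reagent, then RGS4 at 900nM (2x) plus Transcreener GDP mix added; fluorescence polarization (620/688 nm) read before and after 90 min at 30 °C.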
Vif-APOBEC3G blk – qHTS for Inhibitors of Vif-A3G Interactions: qHTS; DNA dC->dU-editing enzyme APOBEC-3G (Homo sapiens), Q9HC16; HeLa A3G-eYFP + Vif (tagged APOBEC3G with the HIV-1 protein that degrades it), YFP fluorescence, overnight; Potency, µM (titrated, usually from 46.1 µM), for the others: top-dose activity, negative = active, hits mostly inhibitors; 410,000 compounds, 0.076% hits; AID 602310, 2012;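 note: potency is the fitted concentration of half-maximal effect; % is set by controls: 0 for no effect and ±100 for the full control effect; nearly all actives have a fitted effect of over 60% in size; hits raise eYFP signal because A3G escapes Vif-driven loss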
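Read-out is eYFP fluorescence (Ex 488/Em 500-530) from Vif-expressing HeLa A3G-eYFP cells; more signal means A3G escaped Vif-mediated degradation. Cells plated overnight, compound pinned in, incubated overnight at 37 deg C.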
LDHA block – qHTS assay for inhibitors of human lactate dehydrogenase. 480,000 compounds, 0.15% hits. purified LDHA, NADH/diaphorase-resazurin fluorescence; hits give low values. activity change, % (values are at about 110 or 230 µM). L-lactate dehydrogenase A chain (Homo sapiens), P00338; in the data active = activity change below about -30%; inconclusive = mostly about -25% to -30%;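 note: plate controls were DMSO wells for no effect and wells without enzyme for full effect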
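Human LDH5 at 2 nM final in Tris HCl pH 7.4 with 0.06 mM NADH and 0.2 mM pyruvate, reacted 5 minutes at room temperature. Remaining NADH coupled via diaphorase/resazurin; resorufin fluorescence read at 0 and 20 minutes, normalized to enzyme-free and DMSO wells.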
12-LOX inh – Primary qHTS assay for inhibitors of human arachidonate 12S-lipoxygenase (ALOX12): Round 2; AID 1671190, 2021; Polyunsaturated fatty acid lipoxygenase ALOX12 (Homo sapiens), P18054; purified 12hLO, xylenol orange hydroperoxide absorbance; 580,000 compounds, 1.1% hits; Potency, µM (highest dose often 108 µM), for the others: at the highest dose activity change, negative = inhibition, most hits filed as inhibitors; note: potency is the fitted concentration of half-maximal effect; % is set by controls: 0 for no effect and ±100 for the full control effect
Target sequence (P18054 whole entry, looked up): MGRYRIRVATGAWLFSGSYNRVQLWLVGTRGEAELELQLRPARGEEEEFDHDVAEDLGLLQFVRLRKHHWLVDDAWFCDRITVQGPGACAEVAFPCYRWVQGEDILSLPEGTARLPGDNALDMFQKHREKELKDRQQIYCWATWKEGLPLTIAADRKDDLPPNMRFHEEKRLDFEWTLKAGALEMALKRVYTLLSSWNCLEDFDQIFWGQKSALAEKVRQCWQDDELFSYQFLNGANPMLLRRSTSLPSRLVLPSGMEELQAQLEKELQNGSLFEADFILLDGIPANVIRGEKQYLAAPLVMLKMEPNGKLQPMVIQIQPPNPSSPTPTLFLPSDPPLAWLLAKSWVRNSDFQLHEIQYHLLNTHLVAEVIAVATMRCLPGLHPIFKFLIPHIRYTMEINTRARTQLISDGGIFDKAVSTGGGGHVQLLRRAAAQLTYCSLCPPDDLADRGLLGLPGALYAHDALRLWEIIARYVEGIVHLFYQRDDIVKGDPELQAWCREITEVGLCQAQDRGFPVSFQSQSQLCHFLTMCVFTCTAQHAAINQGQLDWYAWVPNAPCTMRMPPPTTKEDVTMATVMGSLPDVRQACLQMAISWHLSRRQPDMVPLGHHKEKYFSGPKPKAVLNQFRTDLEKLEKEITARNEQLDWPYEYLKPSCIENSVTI
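Purified human 12hLO at 150 nM in 25 mM Hepes, 0.01% Triton X-100, pH 7.0, preincubated 15 min at room temperature with compound. Reaction started with 40 uM arachidonic acid, 30 min at room temperature. Hydroperoxide measured by Fe-xylenol orange, 573/405 nm absorbance ratio.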
ERG Ets-DNA blk – qHTS for Small Molecule Inhibitors of the ERG Ets/DNA interaction; fluorescence polarization, His-ERG Ets domain / labelled DNA; Potency, µM (doses to about 76.9 µM), inactives show at the top dose FP activity, negative = inhibition, actives largely listed as inhibitors; 370,000 compounds, 0.028% hits; active = well fitted inhibition curve with a large enough effect in the polarisation, with a control signal flat; inconclusive = small, poorly fitted or top-dose-only effect, or effect the other way, or a change in a side signal; inactive = no such curve, though single readings can be large or run the other way; the % refers to the polarisation;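 note: polarization taken with two DNA probes labelled with fluorescein and Texas red; potency is the fitted concentration of half-maximal effect; % of control where 0% means no effect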
Target sequence (P11308 whole entry, looked up, the tested form may be a part): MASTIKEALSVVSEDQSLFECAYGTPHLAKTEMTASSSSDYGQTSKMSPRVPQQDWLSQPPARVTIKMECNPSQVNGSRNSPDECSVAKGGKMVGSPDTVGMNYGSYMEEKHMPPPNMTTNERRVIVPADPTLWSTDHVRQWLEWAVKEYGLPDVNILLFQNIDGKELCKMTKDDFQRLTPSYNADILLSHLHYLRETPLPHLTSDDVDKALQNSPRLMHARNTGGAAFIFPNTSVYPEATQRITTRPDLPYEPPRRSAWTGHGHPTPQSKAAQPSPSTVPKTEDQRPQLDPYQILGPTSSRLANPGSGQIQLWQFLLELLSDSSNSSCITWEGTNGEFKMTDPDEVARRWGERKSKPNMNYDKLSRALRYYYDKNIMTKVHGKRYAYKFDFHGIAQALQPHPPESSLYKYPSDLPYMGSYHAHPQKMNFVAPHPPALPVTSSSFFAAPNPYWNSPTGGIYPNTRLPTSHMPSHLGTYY
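His-tagged ERG Ets domain (1 uM in the protein solution; 300mM KCl, 50mM Tris-HCl, 1mM EDTA, 1mM DTT, pH 7.5) received compound, then a probe mix of 5 nM fluorescein-DNA and 100nM Texas-615-DNA. Fluorescence polarization was read for both dyes.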
D2 agonist – HTS Assay for Allosteric Agonists of the Human D2 Dopamine Receptor: Primary Screen for Agonists; HEK293 T-REx D2 cells, calcium flux agonist mode; activation, % at 2 µM; 340,000 compounds, 0.53% hits;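 active = activation over 3 SD above normal in the single-dose calcium agonist read, cut at about 30% in these data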; note: 0% is about no effect
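Tetracycline-induced HEK293 Trex cells with D2 receptor force-coupled to calcium signaling, plated overnight at 30 C and loaded with no-wash calcium dye. Calcium flux read kinetically for 180 s after compound addition; responses flag agonists.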
GRP78 ERSR act – qHTS for Inducers of the Endoplasmic Reticulum Stress Response (ERSR) in Human Glioma: qHTS; U87-MG GRP78 promoter luciferase reporter, 16 h; 420,000 compounds, 0.02% hits; Potency, µM, for inactives: at the top dose activation, usual class: activators; AID 602332, 2012; note: potency is the fitted concentration of half-maximal effect; series mostly up to about 76 µM; % of control where 0% means no effect; nearly all actives have a fitted effect of over 35% in size
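Stably transfected U87-MG glioma cells carrying a GRP78-based luciferase sensor; 16 h compound incubation. Luminescence end-point read 10 min after Bright-Glo addition at room temperature.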
Vif-APOBEC3F blk – qHTS for Inhibitors of Vif-A3F Interactions: qHTS. HeLa A3F-eYFP + Vif (tagged APOBEC3F with the HIV-1 protein that degrades it), YFP fluorescence increase. Potency, µM (doses to about 46.1 µM), inactives show at the highest dose activity, negative = active. 390,000 compounds, 0.2% hits. AID 602313, 2012; note: potency is the fitted concentration of half-maximal effect; % of control where 0% means no effect; nearly all actives have a fitted effect of over 65% in size
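Fluorescence increase (Ex 488/Em 500-530) after overnight compound treatment at 37 deg C flags inhibition of Vif-driven A3F-eYFP loss in stable HeLa A3F-eYFP/Vif cells seeded overnight beforehand.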
D2 antag – HTS Assay for Allosteric Antagonists of the Human D2 Dopamine Receptor: Primary Screen for Antagonists; D(2) dopamine receptor (Homo sapiens), P14416; 340,000 compounds, 2% hits; inhibition, % at 10 µM; HEK293 TREx D2 cells, calcium flux, dopamine EC80; in the data active = inhibition above about 30%; note: 0% is about no effect
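Compounds are added to dye-loaded, induced HEK293 T-REx cells coupled to calcium release via D2; after a 3 min kinetic read an EC80 dopamine stimulus is given and fluorescence is recorded for 3 more min.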
* = called active by the depositor; ? = inconclusive; . = no result given; & = joins results of further samples; [ ] = dose if it differs, or a comment. Unless noted, calls come from the whole dose curve; as a rule, active = well fitted curve in the direction sought with a large enough effect; inconclusive = small, poorly fitted or top-dose-only effect, or another doubt; inactive = no such curve, though single readings can be large; an effect the other way counts as inactive or inconclusive. These rows are one share of the data; the hit share may differ from the screen's.

SMILES	RGS4 inhibitor	Vif-APOBEC3G blk	LDHA block	12-LOX inh	ERG Ets-DNA blk	D2 agonist	GRP78 ERSR act	Vif-APOBEC3F blk	D2 antag
CC(=O)N(c1ccc2oc(=O)sc2c1)S(=O)(=O)c1ccc(C)cc1	?	2%	5	8.9µM*	-1%	0.6	-3%	-5%	-28
COC(=O)C1CCN(C(=O)COC(=O)c2cc(-c3ccccc3)nc3ccc(OC)cc23)CC1	2%	-10%	-1	.	11%	-0.2	-1%	-13%	12
COCCN1C(=O)c2ccccc2C(C(=O)N2CCN(c3ccccc3)CC2)C1c1ccc(F)cc1 (configuration not stated)	16%	-6%	-3	-7%	-5%	0.2	-7%	3%	1
O=C1C(=O)N(CC(=O)N2CCCC2)c2ccccc21	-11%	1%	5	9%	-3%	3.1	-2%	9%	-4
CCCCCC1CCC(c2ccc(/C(N)=N/O)cc2)CC1 (configuration not stated)	18%	-4%	-17	-16%	-2%	-0.4	-2%	-9%	4
O=C(COC(=O)c1ccc(Cl)nc1)Nc1c(Cl)cccc1C(F)(F)F	6%	2%	-5	1%	-4%	0.0	-6%	-1%	-8
CC(C)(C)OC(=O)N1CCC(c2c(C(=O)N3CCCCC3)cnn2-c2ccc(Cl)cc2)CC1	5%	3%	-4	-16%	4%	-0.5	-2%	7%	.
O=C(CSc1nc2cc(Cl)ccc2s1)NC1CCCc2ccccc21 (configuration not stated)	-1%	3%	-2	-13%	4%	0.1	0%	-18%	-11
COc1cccc(/C(C)=N/NC(=O)c2ccc(N(C)C)cc2)c1	13%	2%	0	1%	-6%	0.3	1%	1%	-19
CN(C)CCNC(=O)/C(=C/c1ccc(-c2ccc(Cl)cc2)o1)NC(=O)c1ccccc1	-7%	?	-5	?	-6%	1.0	-7%	-2%	-7
Cc1nnc(N2CCOCC2)c2ccccc12	-6%	0%	-1	0%	-1%	0.2	-3%	1%	-6
C[C@]12CC[C@H](O)C[C@@H]1CC[C@@H]1[C@@H]2CC[C@@]2(C)[C@H]1CCC(=O)[C@]21CCCO1	-19%	-1%	-2	13%	1%	.	-1%	6%	.
O=C(NC(=S)Nc1ccccc1C(F)(F)F)c1ccccc1F	-24%	-8%	-1	-29%	2%	-2.0	1%	5%	-3
NNC(=O)COc1ccc2oc3c(c2c1)CCCC3	-10%	1%	-3	15%	4%	0.5	0%	-8%	0
CCOc1ccc(NC(=O)c2oc3ccccc3c2NC(=O)c2ccc(OC)cc2OC)cc1	-7%	-3%	1	-25%	4%	0.0	-1%	1%	.
COc1ccc(NC(=O)c2ccc(NC(=O)c3nc4nc(C)cc(C)n4n3)cc2)cc1	5%	1%	-7	?	8%	-0.8	-3%	?	-14
N#CCC(=O)Nc1ccc(C(=O)OCC(=O)c2ccc3c(c2)OCO3)cc1	-2%	-5%	-1	6%	5%	1.2	4%	-8%	-24
CCN(CC)CCNC(=O)c1cc2c(=O)n(C)c3cc(Cl)ccc3c2s1	24%	4%	-6	-29%	-1%	0.5	-4%	5%	.
COCc1cc(C)nc2sc3c(c12)NC(c1ccc(O)cc1)N(c1ccc(OC)cc1)C3=O (configuration not stated)	13%	?	-10	2%	-4%	1.5	2%	5%	.
Cc1ccc(C)c(-n2nnnc2SCC(=O)NCCC2=CCCCC2)c1	13%	0%	-1	-26%	-3%	-0.4	1%	-2%	-26
Cc1cccc(-n2c(-c3ccoc3C)n[nH]c2=S)c1	-51%	0%	-4	?	4%	-0.1	-1%	0%	-2
COc1ccc(CNC(=O)C2(CC3CC(c4ccccc4)=NO3)CCN(C(=O)c3cccc(O)c3)CC2)cc1 (configuration not stated)	14%	-6%	-4	6%	-18%	.	0%	-5%	.
CCn1cc(C(=O)O)c(=O)c2cnc(N3CCN(C(=S)NC(=O)c4ccc(Cl)cc4)CC3)nc21	11%[11.4 µM]	-2%	-1	.	-16%	0.0	-7%	1%	14
CC(=O)Nc1ccc(S(=O)(=O)N2CCC(NC(C)=O)(c3cccc(F)c3)CC2)cc1	-26%	0%	-4	-6%	0%	0.3	0%	4%	-1
CNC(=S)NNC(=O)c1sccc1C	10%	-6%	0	-7%	-5%	1.2	0%	2%	18
COc1ccc(C2=Nn3c(nnc3-c3ccco3)SC2)cc1OC	19%	-13%	-14	-17%	1%	-0.3	2%	-6%	2
COc1ccc(NC(=O)CNc2ccccc2N2CCCC2=O)cc1S(=O)(=O)N1CCOCC1	-22%	1%	-2	-9%	13%	0.5	-5%	-3%	-33
COc1ccc(-c2nc(-c3ccccc3)nc(N3CCN(C)CC3)c2C#N)cc1	-13%	1%	-9	-12%	0%	.	-3%	-8%	.
COC(=O)c1ccc(CN2C(=O)NC3(CCC(C)CC3)C2=O)o1 (configuration not stated)	35%	-1%	-10	13%	-8%	0.7	-1%	-20%	5
COc1cccc(CNC(=O)CSC2=Nc3ccccc3C3=NC(C(C)C)C(=O)N23)c1 (configuration not stated)	7%	4%	-4	-10%	2%	-1.0	-2%	-2%	.
CCN(CC)c1cc2c(cc1F)c(=O)c(S(=O)(=O)c1ccc(OC)cc1)cn2Cc1ccccc1	12%	0%	0	-8%	-1%	-0.4	-3%	0%	.
Cc1ccc(S(=O)(=O)NNC(=O)C23CCC(CC2)C3)cc1	.	2%	-1	?	.	.	-1%	11%	.
CCc1nc(N)c(C#N)c(-c2ccncc2)c1C	31%	1%	-10	?	2%	3.7	-2%	1%	0
CCCCCN(C(=O)CCC(=O)OCC(=O)NCc1ccc(OC)cc1)c1c(N)n(CCCC)c(=O)[nH]c1=O	7%	-7%	-4	-25%	11%	1.5	-3%	-1%	1
COc1cccc(NC(=O)N2CCN(C(=O)C(Cc3ccc(OC)c(OC)c3)NC(C)=O)CC2)c1 (configuration not stated)	-5%	2%	-5	2%	-2%	0.3	0%	2%	-14
CC(C)CC(=O)Nc1nnc(S(=O)(=O)N2CCc3ccccc32)s1	13%&13%	4%&-1%	-7&-12	35%[activator][57.4 µM]	-1%&1%	0.6&2.8	-6%&-3%	-2%&-3%	22
CCOc1ccc(-c2nc3c(c(SCC(=O)N4CCCCC4)n2)Cc2ccccc2O3)cc1	22%	0%	-18	-20%	-2%	1.0	-3%	-3%	.
Cc1ccc2cc(S(=O)(=O)NCCC(=O)O)ccc2c1	35%	-4%	2	16%	-6%	0.5	-2%	3%	2
COC(=O)N=Nc1c(O)[nH]c2ccc(Br)cc12	-14%	4%	0	-17%	6%	0.5	2%	-3%	-1
CCOC(=O)c1ccc(N2C(=O)c3[nH]nc(-c4ccccc4)c3C2c2ccc(C(C)C)cc2)cc1 (configuration not stated)	0%	-1%	2	-20%	4%	2.6	-1%	-20%	.
CCN(C(=O)Cc1c(C(=O)O)n(CC)c2ccccc12)c1cccc(C(F)(F)F)c1	7%	-6%	-3	0%	-1%	-0.4	-2%	-7%	15
COC(=O)C1=C(C)NC(=O)/C1=C\c1ccco1	0%	-21%	7	?	-4%	-0.9	0%	.	-6
Cc1ccc(C2=NN3C(C(=O)c4ccccc4)Oc4ccccc4C3C2)cc1 (configuration not stated)	-11%[56.9 µM]	2%	-12	-1%	-8%	0.2	7%	3%	13
c1ccc(CN=C2NN=C(c3cc4ccccc4o3)CS2)cc1	11%	3%	-3	-10%	5%	-0.3	-2%	-11%	-6
C[C@@H]1CN([C@H](C)CO)C(=O)CCCn2cc(nn2)CO[C@H]1CN(C)S(=O)(=O)c1ccccc1	.	-2%	-3	0%	.	.	-1%	11%	.
Cc1ccc(NNC(=S)Nc2ccc(C(C)C)cc2)c(C)c1	-14%	1%	1	35µM*	-4%	-0.6	2%	5%	5
COc1ccc(N2CCN(c3ccc([N+](=O)[O-])nc3)CC2)cc1	-12%	3%	1	0%	-9%	0.4	1%	5%	3
CCCN(CCC)CCCNC(=S)Nc1ccc2nc3n(c(=O)c2c1)CCCCC3	17%	1%	0	-8%	4%	32*	-2%	-38%	-3
Cc1cccc(NC(=S)NC(C)CCc2ccccc2)c1 (configuration not stated)	25%	-4%	-5	40µM*	2%	0.4	-6%	?	-14
CCCCCOc1ccc(C2C(C(=O)c3ccc(C)o3)=C(O)C(=O)N2c2cc(C)on2)cc1 (configuration not stated)	-51%	0%	3	?	0%	0.3	-2%	-7%	-3

A draw from above in order of molar mass, highest first:
SMILES	RGS4 inhibitor	Vif-APOBEC3G blk	LDHA block	12-LOX inh	ERG Ets-DNA blk	D2 agonist	GRP78 ERSR act	Vif-APOBEC3F blk	D2 antag
C[C@@H]1CN([C@H](C)CO)C(=O)CCCn2cc(nn2)CO[C@H]1CN(C)S(=O)(=O)c1ccccc1	.	-2%	-3	0%	.	.	-1%	11%	.
Cc1ccc(NNC(=S)Nc2ccc(C(C)C)cc2)c(C)c1	-14%	1%	1	35µM*	-4%	-0.6	2%	5%	5
Cc1cccc(NC(=S)NC(C)CCc2ccccc2)c1 (configuration not stated)	25%	-4%	-5	40µM*	2%	0.4	-6%	?	-14
